Compound activity from PubChem BioAssay.
Mito fusion yeast – qHTS Assay for Small Molecule Inhibitors of Mitochondrial Division or Activators of Mitochondrial Fusion; S. cerevisiae fusion-defective mutant growth rescue, CellTiterGlo 48 h; Potency, µM (doses to about 46.1 µM), without a hit: top-dose growth rescue (activation), usual class: activators; hit rate 0.23% among 320,000; AID 485298, 2010;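 also: potency is read from the fitted curve at half-maximal effect; % of control where 0% means no effect; nearly all actives have a fitted effect of over 45% in size; temperature-sensitive fusion mutants such as fzo1-1 at 37 °C on non-fermentable ethanol glycerol medium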
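Read-out: ATP-based luminescence (CellTiterGlo, 10 min ambient) reporting growth of fusion-defective ts yeast after 48 hours at 37C on glycerol/ethanol YPEG medium in the presence of compound.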
Menin-MLL TR inh – qHTS Assay for Inhibitors Targeting the Menin-MLL Interaction in MLL Related Leukemias: Competition With Texas Red Labeled MLL-derived Mutant Peptide. Menin + Texas Red MLL mutant peptide, fluorescence polarization. Potency, µM (doses to about 61.6 µM), for inactives: at the top dose FP activity change, negative = inhibition, actives largely listed as inhibitors. hit rate 0.23% among 270,000. AID 1768, 2009; active = well fitted inhibition curve with a large enough effect in the polarisation, with a control signal flat, not every such curve was filed as active; inconclusive = small, poorly fitted or top-dose-only effect, or effect the other way, or a change in a side signal; inactive = no such curve, though single readings can be large or run the other way; the % refers to the polarisation; also: potency is read from the fitted curve at half-maximal effect; % of control where 0% means no effect; many of its hits are not listed in these tables
Target sequence (O00255 whole entry, looked up): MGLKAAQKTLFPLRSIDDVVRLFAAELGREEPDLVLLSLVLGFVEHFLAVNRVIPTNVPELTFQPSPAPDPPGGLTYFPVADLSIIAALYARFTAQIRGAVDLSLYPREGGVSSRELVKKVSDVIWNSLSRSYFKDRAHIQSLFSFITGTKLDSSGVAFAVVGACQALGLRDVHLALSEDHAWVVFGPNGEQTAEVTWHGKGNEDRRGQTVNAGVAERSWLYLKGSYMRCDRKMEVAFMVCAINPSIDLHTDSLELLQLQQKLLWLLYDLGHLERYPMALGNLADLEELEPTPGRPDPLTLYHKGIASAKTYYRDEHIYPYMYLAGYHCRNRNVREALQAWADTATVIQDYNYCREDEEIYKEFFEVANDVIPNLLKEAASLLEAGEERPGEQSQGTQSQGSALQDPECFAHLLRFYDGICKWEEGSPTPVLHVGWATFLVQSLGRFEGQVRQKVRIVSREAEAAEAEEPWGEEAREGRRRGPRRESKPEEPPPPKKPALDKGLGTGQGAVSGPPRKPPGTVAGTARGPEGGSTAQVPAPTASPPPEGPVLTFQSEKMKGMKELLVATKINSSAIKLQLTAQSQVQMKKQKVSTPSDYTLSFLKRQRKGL
MBNL1 CUG block – qHTS Assay for Inhibitors of MBNL1-poly(CUG) RNA binding; Muscleblind-like protein 1 (Homo sapiens), Q9NR56; AID 2675, 2010; TR-FRET MBNL1-His/biotin-(CUG)12 binding, 665/545 ratio; hit rate 0.036% among 280,000; Potency, µM (highest dose often 57.5 µM), for the others: top-dose activity change, negative = inhibition, most hits filed as inhibitors; active = well fitted inhibition curve with a large enough effect in the signal ratio, with a control signal flat, not every such curve was filed as active; inconclusive = small, poorly fitted or top-dose-only effect, or effect the other way, or a change in a side signal; inactive = no such curve, though single readings can be large or run the other way; the % refers to the signal ratio; also: potency is read from the fitted curve at half-maximal effect; % is scaled to controls: 0 for no effect and ±100 for the full control effect
Target sequence (Q9NR56 whole entry, looked up): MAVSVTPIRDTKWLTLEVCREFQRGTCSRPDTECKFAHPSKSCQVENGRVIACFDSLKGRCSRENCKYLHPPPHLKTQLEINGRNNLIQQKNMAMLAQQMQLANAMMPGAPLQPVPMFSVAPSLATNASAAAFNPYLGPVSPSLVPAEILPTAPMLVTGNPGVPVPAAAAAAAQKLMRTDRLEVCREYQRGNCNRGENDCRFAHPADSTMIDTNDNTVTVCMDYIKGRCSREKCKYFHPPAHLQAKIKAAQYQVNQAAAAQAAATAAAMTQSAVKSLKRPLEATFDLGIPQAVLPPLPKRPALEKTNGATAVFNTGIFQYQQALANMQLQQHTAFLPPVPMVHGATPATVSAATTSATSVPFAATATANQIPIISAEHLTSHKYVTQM
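Inhibition of protein-RNA binding appears as loss of TR-FRET between terbium anti-His antibody on MBNL1-His and streptavidin-XL665 on biotin-(CUG)12. Activity is normalized to buffer-only and uninhibited-complex controls.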
FLuc counter – qHTS profiling assay for firefly luciferase inhibitor/activator using purifed enzyme and Km concentrations of substrates (counterscreen for miR-21 project). Luciferin 4-monooxygenase (Photinus pyralis), P08659. hit rate 6.9% among 360,000. Potency, µM (top dose mostly 57.5 µM), for inactives: at the highest dose activity change, negative = inhibition, hits mostly inhibitors. AID 588342, 2011. purified FLuc, Km substrates, luminescence inhibition;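 also: potency is read from the fitted curve at half-maximal effect; plate controls were vehicle for no effect and reference inhibitor for full effect; nearly all actives have a fitted effect of over 55% in size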
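Biochemical qHTS of compounds, final roughly 60 µM downward over six points, against 10 nM purified firefly luciferase using Km concentrations of substrates (10 uM D-luciferin, 10 uM ATP) in Tris acetate pH 7.5 buffer; luminescence output.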
KCNH2 3.1 inh – qHTS for Inhibitors of KCHN2 3.1: Mutant qHTS; hit rate 0.95% among 340,000; U2OS KCNH2 3.1, thallium flux FluxOr; active compounds read low; Potassium voltage-gated channel subfamily H member 2, brain isoform KCNH2 3.1 (human); activity change, % (tested at about 1.8 µM); AID 720553, 2013;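 active = maximum activity change below -70%; inconclusive = maximum activity change from -70% to -50%; inactive = maximum activity change above -50%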;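 also: thallium influx rate constant from kinetic fluorescence after stimulation buffer; % is scaled to controls: 0 for no effect and ±100 for the full control effect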
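Thallium flux read-out: FluxOr dye with Red40 quencher in HBSS/HEPES, 45 min at RT. Rate constants from kinetic reads were normalized to positive and negative DMSO controls. Cells: U2OS virally expressing the 3.1 isoform.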
Rab9 promoter act – qHTS Assay for Rab9 Promoter Activators | Potency, µM (series often up to 9.22 µM), for the others: at the highest dose activation, negative = inhibition, hits mostly activators | hit rate 2.8% among 320,000 | Huh7 Rab9 promoter-luciferase reporter, luminescence, 24 h; also: potency is read from the fitted curve at half-maximal effect; % of control where 0% means no effect; nearly all actives have a fitted effect of over 60% in size
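Luciferase signal after 10 min detection reagent at ambient indicates Rab9 promoter upregulation; stably transfected Huh7 cells were treated 24 h with compound in DMSO at 37 °C, 5% CO2.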
VP16 counter – VP16 counterscreen qHTS for inhibitors of ROR gamma transcriptional activity; Drosophila S2 Gal4-VP16 UAS-luciferase, luminescence, 20 h; Potency, µM (series often up to 53.6 µM), without a hit: top-dose activity, negative = inhibition, usual class: inhibitors; hit rate 3.5% among 310,000;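 also: Gal4-VP16 expression switched on by copper sulfate through the metallothionein promoter; potency is read from the fitted curve at half-maximal effect; % is scaled to controls: 0 for no effect and ±100 for the full control effect; nearly all actives have a fitted effect of over 50% in size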
PKM2 act – qHTS Assay for Activators of Human Muscle isoform 2 Pyruvate Kinase. purified PKM2, Kinase-Glo ATP luminescence, activation; response scale: 0% is enzyme alone, no compound. Potency, µM (doses to about 57.5 µM), for the others: at the top dose activation, usual class: activators. hit rate 0.34% among 260,000. AID 1631, 2009; also: potency is read from the fitted curve at half-maximal effect; % is scaled to controls: 0 for no effect and ±100 for the full control effect; nearly all actives have a fitted effect of over 55% in size
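Purified hPK-M2 (>95%) run at intermediate activity with 0.1 mM ADP and 0.5 mM PEP in 50 mM imidazole pH 7.2, KCl, MgCl2; 1 h room temperature. ATP formed read by Kinase-Glo luminescence; normalized to uninhibited and no-enzyme controls.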
ELG1 DNA repair – qHTS screen for small molecules that inhibit ELG1-dependent DNA repair in human embryonic kidney (HEK293T) cells expressing luciferase-tagged ELG1; hit rate 2.3% among 330,000; HEK293T ELG1-luciferase reporter, luminescence, 16 h; DNA damage induced by 5-fluorouridine; Potency, µM (series often up to 46.1 µM), inactives show at the top dose activity change, negative = inhibition, hits mostly inhibitors; also: potency is read from the fitted curve at half-maximal effect; % is scaled to controls: 0 for no effect and ±100 for the full control effect; nearly all actives have a fitted effect of over 55% in size
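Step one: seed 2,000 cells per well. Step two: pin-transfer compound or DMSO alongside 5-fluorouridine. Step three: incubate 16 hr, 37 °C, 5% CO2. Step four: add ONE-Glo, wait 30 min, read luminescence.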
NPC1 prom act – qHTS Assay for NPC1 Promoter Activators | Huh7 NPC1 promoter luciferase reporter, 24 h | hit rate 2.4% among 320,000 | Potency, µM (top dose mostly 9.22 µM), without a hit: at the highest dose activation, actives largely listed as activators;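 also: potency is read from the fitted curve at half-maximal effect; % of control where 0% means no effect; nearly all actives have a fitted effect of over 60% in size; reporter is driven by a mutant NPC1 promoter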
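Huh7 cells stably carrying NPC1 promoter–luciferase, plated in Opti-MEM with 10% FBS for 2 h, were exposed to compound in DMSO for 24 h at 37 °C; luciferase reagent was added for 10 min and luminescence read.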
RORg inh – qHTS for inhibitors of ROR gamma transcriptional activity; Drosophila S2 Gal4-RORgamma UAS-luciferase reporter, 20 h; Potency, µM (highest dose often 53.6 µM), inactives show top-dose activity change, negative = inhibition, hits mostly inhibitors; hit rate 5.4% among 310,000; AID 2551, 2010; also: potency is read from the fitted curve at half-maximal effect; % is scaled to controls: 0 for no effect and ±100 for the full control effect; nearly all actives have a fitted effect of over 60% in size
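Compounds are pin-transferred onto Drosophila Schneider cells expressing a copper-inducible Gal4–ROR gamma transactivation domain fusion. After 1 hr, copper sulfate is added to 700 uM final; luciferase is read 20 hr later.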
* = called active by the depositor; ? = inconclusive; . = no result given; [ ] = another dose, or the depositor's remark. Unless noted, calls follow the shape of the dose curve; as a rule, active = well fitted curve in the direction sought with a large enough effect; inconclusive = small, poorly fitted or top-dose-only effect, or another doubt; inactive = no such curve, though single readings can be large; an effect the other way counts as inactive or inconclusive. A portion of the library, so the mix of outcomes need not match the whole.

smiles	Mito fusion yeast	Menin-MLL TR inh	MBNL1 CUG block	FLuc counter	KCNH2 3.1 inh	Rab9 promoter act	VP16 counter	PKM2 act	ELG1 DNA repair	NPC1 prom act	RORg inh
COc1ccc(N2C(=O)CSC2c2ccc(F)c(F)c2)cc1 (stereo unspecified)	3%	-10%	-3%	0%	4	-15%	0%	.	?	0%	8%
COc1ccc(CN2C(=O)c3ccccc3C2C(=O)NC2CCCC(C)C2C)c(OC)c1 (stereo unspecified)	-5%	-7%	5%	-2%	3	-9%	-2%[10 µM]	1%	?	-2%	15%
CCOC(=O)C1(Cc2ccccc2C)CCCN(C(=O)c2ccoc2)C1 (stereo unspecified)	3%	.	-9%	?	-14	27%	4%	-1%	?	3%	20%
CC(=O)c1c(C)[nH]c(C(=O)C(C)Sc2nnc(NC3CC3)s2)c1C (stereo unspecified)	1%	.	.	-1%	-6	-19%	.	.	-27%	-14%	.
Cc1onc(-c2ccccc2Cl)c1C(=O)OCC(=O)c1c(N)n(C)c(=O)n(C)c1=O	-2%	-4%	-8%	3%	-30	1%	5%	22%	?	2%	24%
Oc1cccc(/C=N/n2c(C3CCCCC3)n[nH]c2=S)c1	-7%	15%	-8%	5%	1	0%	-4%	.	1%	-7%	?
CCOC(=O)CSc1n[nH]c(-c2cccnc2)n1	-4%	.	0%	1%	2	0%	3%	1%	2%	0%	0%
O=C(O)c1ccc(CNC(=O)c2ccc(C(F)(F)F)cc2)cc1	9%	8%	-11%	?	-12	0%	-12%	4%	11%	6%	2%
O=S1(=O)C=CC(Nc2ccccc2)C1 (stereo unspecified)	3%	-7%	0%	-1%	-1	-5%	-5%	1%	3%	-2%	22%
CC1CCN(C(=O)c2ccc(N3C(=O)C4CCC(C)CC4C3=O)cc2)CC1 (stereo unspecified)	4%	.	.	0%	-8	-1%	-6%	-11%	12%	-3%	-20%
O=C(C1CC1)N1CCc2cc(Br)cc(S(=O)(=O)NCc3ccco3)c21	0%	-11%	-12%	8%	11	5%	3%	7%	-13%	-3%	4%
Cc1ccccc1-c1nnn(CC(=O)Nc2ccc3c(c2)OCO3)n1	1%	-19%	1%	-5%	11	10%	-1%	-1%	11%	-2%	1%
COc1cc(/C=C2\C(=N)N3N=C(S(C)(=O)=O)SC3=NC2=O)ccc1OCCOc1ccc(C)cc1	1%	?	-3%	2%	16	8%	-21%	.	18%	2%	4%
Cc1cc(C(=O)N2CCCC(N3CCN(Cc4ccc5c(c4)OCO5)CC3)C2)n[nH]1 (stereo unspecified)	-14%	-12%	2%	0%	12	-5%	0%	.	.	1%	-19%
CN(Cc1ccc(Cl)cc1)C(=O)CCl	2%	-8%	-8%	-1%	1	-30%[inhibitor]	?	-1%	?	-13%	?
O=C(CCc1nc2ccccc2c(=O)[nH]1)OCc1ccc(Cl)cc1Cl	13%	-12%	-3%	1%	-15	1%	-2%	-9%	23%	1%	11%
Cc1nnc(N/N=C/c2cccs2)[nH]c1=O	3%	.	-2%	-3%	1	-2%	-2%	-3%	?	24%	14%
CC1CCCN(C(=O)CNC(=O)Cn2ccc3ccccc3c2=O)C1 (stereo unspecified)	2%	-4%[11.7 µM]	-10%	8%	-8	5%	0%	-1%	3%	-1%	28%
Cc1cc(C(=O)OCC(=O)N2CC(C)OC(C)C2)c(C)n1-c1ccccc1 (stereo unspecified)	4%	.	.	-13%	27	-2%	.	.	2%	-3%	.
CCNC(=O)CSc1nc2ccccc2c(=O)n1-c1cc(OC)ccc1OC	-1%	-1%	-10%	2%	-5	12%	-3%	-2%	18%	13%	18%
Cc1ccc(CN2CCN(C(=O)c3cccc4ccccc34)CC2)cc1	10%	-18%	3%	1%	-12	1%	1%	3%	?	-2%	-14%
Cc1ccc(OCC(=O)Nc2nnc(-c3ccco3)s2)cc1	-5%	.	7%	2%	12	0%	23%	17%	19%	-2%	?
CCOCCCNC(=O)c1cc2sc(Cl)cc2n1CC	3%	5%	7%	-15%	-8	-5%	9%	-1%	0%	-2%	-40%
C=CCn1c(COc2cccc3cccnc23)nnc1SCC(=O)OC	-5%	-16%	5%	1%	-4	1%	-2%	-7%	3%	3%	4%
O=[N+]([O-])c1ccc(Cl)c(/C=N/N2CCN(Cc3ccccc3)CC2)c1	9%	-1%	9%	11%	4	-4%	-1%	-1%	-12%	1%	14%
O=C(Cn1c(CC(=O)N2CCOCC2)nc2ccccc21)Nc1ccc2c(c1)OC(F)(F)O2	8%	-12%	-9%	0%	3	-1%	-6%	2%	-2%	-1%	55%
N#Cc1c(NCc2ccccc2)ccnc1NCc1cccnc1	3%	3%	?	0%	0	-27%	10µM*	11%	-8%	-20%	?
COc1ccc(CCNS(=O)(=O)c2cnc(Cl)c(Br)c2)cc1OC	3%	.	8%	-3%	-36	-2%	-8%	4%	6%	-8%	39%
CCN1CCN(S(=O)(=O)c2ccc(Cl)c(C(=O)NCc3ccco3)c2)CC1	6%	.	.	3%	7	0%	.	.	1%	8%	.
CCCP(=O)(CC(=O)O)c1ccccc1 (stereo unspecified)	1%	-5%	3%	4%	10	1%	0%	0%	8%	8%	-3%
Cc1cc(N2CCCCC2)nc(-c2ccc(Br)cc2)n1	15%	17%	-4%	0%	-14	1%	-3%	0%	4%	2%	-28%
CN(/C=C1/C(=O)CNC1=O)CCO	14%	-3%	-17%	-1%	7	4%	-15%	-2%	0%	-3%	-15%
O=C(O)c1ccc(/C=C2\SC(=S)N(NC(=O)c3ccccc3[N+](=O)[O-])C2=O)cc1	1%	18%	?	-5%	12	4%	-5%	.	-3%	-2%	13%
CCCCOC(=O)c1ccc(NC(=O)C(=O)NCc2ccco2)cc1	-4%	18%	-3%	-2%	1	-1%	1%	2%	0%	5%	6%
Cc1ccc(NC(=O)N(Cc2ccco2)Cc2cc3cc(C)cc(C)c3nc2Cl)cc1	6%	-7%	1%	-8%	.	-4%	-6%[0.365 µM]	-13%	17%	8%	5%
S=C(NC1CCCCC1)N1CCCCC1	-7%	.	-2%	0%	-3	-3%	9%	-14%	4%	-2%	-38%
Cc1ccc2cc(C#N)c(SCC(=O)N3CCCc4ccccc43)nc2c1C	-3%	-24%	-6%	1%	-13	0%	-2%	-1%	1%	-6%	-29%

Profiles from above:
COc1ccc(CCNS(=O)(=O)c2cnc(Cl)c(Br)c2)cc1OC reads Mito fusion yeast: 3%; Menin-MLL TR inh: .; MBNL1 CUG block: 8%; FLuc counter: -3%; KCNH2 3.1 inh: -36; Rab9 promoter act: -2%; VP16 counter: -8%; PKM2 act: 4%; ELG1 DNA repair: 6%; NPC1 prom act: -8%; RORg inh: 39%
O=C(O)c1ccc(/C=C2\SC(=S)N(NC(=O)c3ccccc3[N+](=O)[O-])C2=O)cc1 reads Mito fusion yeast: 1%; Menin-MLL TR inh: 18%; MBNL1 CUG block: ?; FLuc counter: -5%; KCNH2 3.1 inh: 12; Rab9 promoter act: 4%; VP16 counter: -5%; PKM2 act: .; ELG1 DNA repair: -3%; NPC1 prom act: -2%; RORg inh: 13%
